SRC2 inh = human SRC2 (NCOA2) inhibition | HEK293 GAL4-SRC2 luciferase reporter, luminescence | inhibition, % at 9 µM | 370,000 compounds, 0.17% hits;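 active means inhibition above the mean inhibition of all tested compounds plus 3 SD, set per campaign, cut at about 52% in these data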;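 further: 0% = DMSO treated cells and 100% = cells given Gossypol at 36 µM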
SRC3 inh = human NCOA3 inhibition. Q9Y6Q9. HEK293 GAL4-SRC3 luciferase reporter, luminescence. inhibition, % at 3.6 µM. 360,000 compounds, 0.17% hits. AID 588352;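 active means inhibition above a per-campaign cutoff, the mean of all compounds plus 3 SD, cut at about 60% in these data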;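 further: 0% = DMSO-treated cells and 100% = gossypol-treated cells at 36 µM; higher means less SRC3-driven luciferase light from the GAL4 reporter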
Target sequence (Q9Y6Q9 whole entry, looked up, the tested form may be a part): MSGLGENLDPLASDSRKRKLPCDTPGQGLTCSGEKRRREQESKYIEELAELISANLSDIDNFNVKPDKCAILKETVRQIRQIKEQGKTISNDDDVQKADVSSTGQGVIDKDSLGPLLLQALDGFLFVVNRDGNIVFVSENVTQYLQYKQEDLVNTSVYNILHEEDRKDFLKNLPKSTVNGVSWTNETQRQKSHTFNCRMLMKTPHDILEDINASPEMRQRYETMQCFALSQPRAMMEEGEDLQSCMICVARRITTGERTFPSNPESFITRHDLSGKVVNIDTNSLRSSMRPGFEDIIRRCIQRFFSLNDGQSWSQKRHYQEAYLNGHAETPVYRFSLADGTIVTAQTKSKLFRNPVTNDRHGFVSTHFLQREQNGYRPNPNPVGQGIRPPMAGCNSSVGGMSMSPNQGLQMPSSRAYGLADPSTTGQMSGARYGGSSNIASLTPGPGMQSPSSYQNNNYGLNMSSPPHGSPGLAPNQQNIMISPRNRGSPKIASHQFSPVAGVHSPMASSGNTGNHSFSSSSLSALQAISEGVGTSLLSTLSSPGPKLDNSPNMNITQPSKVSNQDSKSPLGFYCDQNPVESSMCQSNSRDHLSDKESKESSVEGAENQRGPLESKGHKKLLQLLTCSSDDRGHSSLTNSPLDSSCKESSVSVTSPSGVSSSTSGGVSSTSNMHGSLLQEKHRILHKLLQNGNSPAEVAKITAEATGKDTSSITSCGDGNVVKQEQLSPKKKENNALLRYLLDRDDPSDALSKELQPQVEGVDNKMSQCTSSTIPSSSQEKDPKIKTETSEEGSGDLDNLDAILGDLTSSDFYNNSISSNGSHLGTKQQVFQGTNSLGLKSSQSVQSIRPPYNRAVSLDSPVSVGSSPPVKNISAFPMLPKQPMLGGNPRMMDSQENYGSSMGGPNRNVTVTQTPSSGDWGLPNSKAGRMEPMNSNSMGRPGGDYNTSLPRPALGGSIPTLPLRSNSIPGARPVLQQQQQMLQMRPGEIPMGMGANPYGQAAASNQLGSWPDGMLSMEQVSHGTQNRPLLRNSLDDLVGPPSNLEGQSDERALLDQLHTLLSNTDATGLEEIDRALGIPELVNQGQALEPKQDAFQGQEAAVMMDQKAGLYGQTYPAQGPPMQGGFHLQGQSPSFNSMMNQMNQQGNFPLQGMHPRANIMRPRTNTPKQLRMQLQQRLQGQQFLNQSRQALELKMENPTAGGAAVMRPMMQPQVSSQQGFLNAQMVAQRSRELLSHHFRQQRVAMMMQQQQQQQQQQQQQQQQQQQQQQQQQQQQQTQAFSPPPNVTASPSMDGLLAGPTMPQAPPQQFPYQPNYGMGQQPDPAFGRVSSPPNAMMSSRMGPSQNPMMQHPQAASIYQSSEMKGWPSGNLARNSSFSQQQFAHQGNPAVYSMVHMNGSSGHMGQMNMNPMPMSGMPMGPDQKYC
TWEAK-Fn14 inh = TWEAK-Fn14 signaling inhibition; TWEAK-stimulated Fn14 reporter cells, luciferase luminescence, 8 h; inhibition, % at 10 µM; 360,000 compounds, 2% hits; in the data active means inhibition above about 50%
TROY NFkB inh = blocks TROY-dependent signaling in reporter cells | Q293 LMP1-TROYcd NF-kB luciferase reporter, 4 h | inhibition, % at 10 µM | 360,000 compounds, 0.98% hits | AID 1347056;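 active means compounds whose plate-normalised and pattern-corrected inhibition of the luciferase reporter signal at the single screening dose is 50% or more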
EBV LMP1 NFkB = reduces LMP1-driven NF-kappaB luciferase signal; inhibition, % at 12.5 µM; 350,000 compounds, 0.69% hits; LMP1-induced NF-kappaB luciferase reporter cells, luminescence; AID 504558; in the data active means inhibition above about 41%;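 further: 0% = neutral control wells and 100% = reference inhibitor control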
TLR9-MyD88 block = inhibitors of human TLR9-MyD88 binding; Q9NR96+Q99836; CHO BLA complementation TLR9-MyD88, CCF4 FRET ratio; inhibition, % at 4.98 µM; 340,000 compounds, 0.21% hits;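 active means inhibition above the mean over all tested compounds plus 3 SD, cut at about 21% in these data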;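 further: 0% = DMSO only wells and 100% = clavulanate BLA inhibitor control wells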
NCOA1 inh = human NCOA1 inhibition; HEK293 GAL4-SRC1 luciferase reporter, luminescence; inhibition, % at 3.6 µM; 360,000 compounds, 0.12% hits; Q15788;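 active means inhibition above the campaign mean plus 3 SD, with each screening campaign given its own cutoff, cut at about 60% in these data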;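 further: 0% = DMSO treated cells and 100% = gossypol at 36 µM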
NOD2-RIPK2 inh = blocks binding of human NOD2 to RIPK2; O43353; CHO BLA complementation NOD2-RIPK2, CCF4 ratio; inhibition, % at 4.98 µM; 360,000 compounds, 0.38% hits; in the data active means inhibition above about 21%;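 further: 0% = vehicle only and 100% = reference blocker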
NR5A2 inv ag = inverse agonists of human LRH-1 (NR5A2) | O00482 | HEK293T StAR-luciferase reporter, LRH-1 transfected, 24 h | inhibition, % at 3.6 µM | 360,000 compounds, 0.13% hits | AID 602396;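 active means inhibition above the mean inhibition of all tested compounds plus 3 SD, cut at about 73% in these data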;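 further: 0% = DMSO wells and 100% = reporter-only cells lacking LRH-1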
C8 TRAIL sens = caspase-8 TRAIL sensitization; NB7+C8 cells + TRAIL, ATPlite viability luminescence; inhibition (viability loss, TRAIL sensitization), % at 10 µM; 360,000 compounds, 1% hits; AID 624354;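 active means compounds causing at least 50% loss of cell viability in the single-dose screen, relative to plate controls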
COUP-TFII inh = NR2F2 (human) inhibition, primary screen | inhibition, % at 8.6 µM | HEK293T NGFI-A luciferase reporter, luminescence | 370,000 compounds, 0.7% hits | P24468;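 active means inhibition above a per-plate cutoff, mean inhibition of test wells between control levels plus 3 SD, cut at about 38% in these data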;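 further: cells cotransfected with COUP-TFII expression vector driving the NGFI-A reporter; 0% = median of COUP-TF2 test wells and 100% = reporter-only cells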
The depositor's hits bear a star; . = no result given; & = joins results of further samples. A portion of the library; rates above refer to the full screens.

Order of results: SRC2 inh, SRC3 inh, TWEAK-Fn14 inh, TROY NFkB inh, EBV LMP1 NFkB, TLR9-MyD88 block, NCOA1 inh, NOD2-RIPK2 inh, NR5A2 inv ag, C8 TRAIL sens, COUP-TFII inh
[1] C#CCOCCOCCOCCNc1nc(N2CCN(C(=O)[C@H](CCCN=C(N)N)n3cc(C(N)[C@@H](C)CC)nn3)CC2)nc(N2CCN(C(=O)[C@H](CCC(=O)O)n3cc([C@@H](N)CO)nn3)CC2)n1 (some centres undefined)
    -11, -20, 0, -9, -10, -9, 10, -1, -20, -22, 0
[2] CCSc1nc2nc(C)cc(C)n2n1
    9, 15, -6, -7, -5, 8, -3, -9, -11, 5, -14
[3] COc1ccc(Cl)c2sc(N3CCN(C(=O)c4ccco4)CC3)nc12
    -6, -2, 22, 14, -3, -14, 3, -3, 3, 5, 8
[4] COc1ccc(OC)c2[nH]c(=O)c(CCNC(=O)c3ccc(Br)o3)cc12
    -26, 5, -14, 6, 7, 3, 0, -5, 11, -5, 12
[5] CC(C)c1ccccc1NC(=O)COC(=O)CCN1C(=O)/C(=C\C=C\c2ccccc2)SC1=S
    35, 23, 72*, 35, 10, 11, 20, 1, 8, 25, 29
[6] CCN(CC)S(=O)(=O)c1cccc(NC(=O)c2cncc(Br)c2)c1
    2, -8, 10, -10, -2, 2, 11, 0, -22, 2, 13
[7] CCOc1ccc(CC(=O)Nc2c(C(=O)Nc3ccccc3)oc3ccccc23)cc1OCC
    11, 13, 4, -4, 6, -4, -4, -7, 7, 2, 6
[8] CC(C)COCC(CN(Cc1ccccc1)c1ccccc1)N1CCCC1 (centres undefined)
    -4, -14, -31, -16, -5, 2, -2, -7, -2, 28, 10
[9] CCOC(=O)NC(NC(=S)Nc1ccccc1[N+](=O)[O-])C(Cl)(Cl)Cl (centres undefined)
    -10, 13, 11, -6, 4, 5, -4, -13, -19, -11, 8
[10] C=Cc1c(C)c2cc3[nH]c(cc4nc(cc5nc(cc1[nH]2)C(C)=C5CCC(=O)O)C(CCC(=O)O)=C4C)c(C)c3C=C
    -16, 7&-11, -5&19, 0&-10, -2&-18, -6&-2, 1&-10, -1&1, -17&-7, 11&18, -10
[11] COc1cc(-c2nc(C(=O)NC3CCCCC3)cc3c2[nH]c2ccccc23)cc(OC)c1OC
    -10, -4, 36, 20, 7, -14, -1, 0, -8, 7, -2
[12] COc1cccc(OCc2cc(/C=N/NC(=O)c3ccn[nH]3)ccc2OC)c1
    -28, -38, -7, -3, -5, -3, -76, 3, -68, 4, -25
[13] Nc1c(C(=O)c2ccccc2)sc2c1c(=O)[nH]c(=O)n2-c1ccccc1
    12, 6, -11, 5, 3, -6, -5, -8, 40, -12, 2
[14] O=C(NCCN1CCOCC1)C(=O)c1c[nH]c2ccccc12
    -21, -19, -2, -23, -6, 4, 4, -4, -10, 9, -15
[15] COc1ccc(NC(=O)c2cccc3c(-c4cccnc4)coc23)cc1
    -9, -20, -16, -10, ., ., -1, 10, -3, 17, -14
[16] c1ccc(Nc2cc(-c3ccccc3)nc3ncnn23)cc1
    5, 24, 14, -26, 8, -3, 8, 4, 26, -10, 0
[17] CC(C)c1[nH]nc2c1C(c1ccco1)C(C#N)=C(N)O2 (centres undefined)
    4, -1, 1, 29, 9, -2, 14, 5, 13, -7, -6
[18] COc1cc(/C=N/NC(=O)c2cc(C3CC3)[nH]n2)cc(OC)c1OC
    -10, 14, 3, -37, -7, -7, -3, -23, -8, 7, -36
[19] CCC(=O)c1c[nH]c(C(=O)NCCCN2CCOCC2)c1
    12, -13, -5, -18, 3, 1, -6, -1, -1, -2, -6
[20] O=C(/C=C/c1ccc(O)cc1)c1ccc(O)cc1O
    -34, -19, 59*, -22, 4, 12, -32, -6, 24, 0, -43

One compound at a time (already shown).
`COc1cccc(OCc2cc(/C=N/NC(=O)c3ccn[nH]3)ccc2OC)c1` reads SRC2 inh = -28; SRC3 inh = -38; TWEAK-Fn14 inh = -7; TROY NFkB inh = -3; EBV LMP1 NFkB = -5; TLR9-MyD88 block = -3; NCOA1 inh = -76; NOD2-RIPK2 inh = 3; NR5A2 inv ag = -68; C8 TRAIL sens = 4; COUP-TFII inh = -25
`c1ccc(Nc2cc(-c3ccccc3)nc3ncnn23)cc1` reads SRC2 inh = 5; SRC3 inh = 24; TWEAK-Fn14 inh = 14; TROY NFkB inh = -26; EBV LMP1 NFkB = 8; TLR9-MyD88 block = -3; NCOA1 inh = 8; NOD2-RIPK2 inh = 4; NR5A2 inv ag = 26; C8 TRAIL sens = -10; COUP-TFII inh = 0

(continued)
Order of results: SRC2 inh, SRC3 inh, TWEAK-Fn14 inh, TROY NFkB inh, EBV LMP1 NFkB, TLR9-MyD88 block, NCOA1 inh, NOD2-RIPK2 inh, NR5A2 inv ag, C8 TRAIL sens, COUP-TFII inh
[21] O=C(CCN1C(=O)c2ccccc2C1=O)N1CCN(C(=O)c2ccccc2)CC1
    19, 3, 1, -4, -1, -2, -3, 3, 12, -17, 17
[22] COc1ccc(C(O)c2ncc(-c3cccc(F)c3)[nH]2)cc1F (centres undefined)
    22, -1, -2, -9, ., ., 8, -2, 15, -9, -12
[23] N#Cc1ccccc1OCc1cn(CC(=O)c2ccc(O)cc2)nn1
    4, -53, 12, -27, 3, -2, -3, -8, -11, -8, -12
[24] Cc1ncoc1C(=O)N1CCCC(C(=O)c2cccc3ccccc23)C1 (centres undefined)
    5, 17, -7, -13, 4, -6, -28, 6, -12, -2, 19
[25] CCc1nc2ccc(C(=O)Nc3cccc(NS(C)(=O)=O)c3)cn2c1N(CC)CCOC
    8, 9, -3, -5, ., ., -38, -11, 16, 5, 10
[26] CCc1cccc(NS(=O)(=O)c2ccc3c(c2)N(C)CCO3)c1
    29, 16, 32, -40, -1, 4, -20, 4, 2, 7, 35
[27] Cc1ccc(C)c(NC(=O)c2nnn(Cc3ccccc3)c2N)c1
    7, 9, -4, -5, 7, 1, 1, -10, -3, 30, 15
[28] OC1(c2ccc3ccccc3c2)CCN(Cc2ccccc2)C1 (centres undefined)
    ., 22, -6, 9, -19, -3, -13, 5, -9, -10, .
[29] Cc1ccc2c(c1)C1CN(C)CCC1N2C(=S)NC(=O)c1ccc(Cl)cc1Cl (centres undefined)
    -3, 13, -15, -4, -5, 1, -2, 3, -9, -8, -7
[30] CCN1C(=O)c2cccc3c(S(=O)(=O)Nc4c(C)n(C)n(-c5ccccc5)c4=O)ccc1c23
    -11, 13, 8, 12, 1, 3, 3, 4, 6, 6, -12
[31] Cc1c(C(C)(C)O)[nH]c2cc(C(F)(F)F)ccc12
    1, -6, -6, 14, 10, 3, 5, -3, -6, -3, -9
[32] Cc1ccc(SCc2c(C(=O)N/N=C/c3ccoc3)nnn2-c2nonc2N)cc1
    8, -5, 0, 15, 5, 3, -8, -2, 2, -18, -3
[33] Cc1cccc(/C=C2\CCC(=C3SCCCS3)C2=O)c1
    -24, -51, 75*, ., 48*, -4, -46, -7, -77, 82*, -14
[34] N/C(=N\OC(=O)c1ccc(Cl)cc1Cl)c1ccccn1
    46, 15, 100*, 80*, 56*, 5, -33, 13, -29, 90*, 37
[35] Cn1ccnc1SCC(=O)Nc1nc2c(F)c(F)c(F)cc2s1
    -11, -37, -23, -38, -16, 7, -17, 0, -26, 1, 3
[36] CC(NC(=O)c1cc([N+](=O)[O-])cc([N+](=O)[O-])c1)C1CC2CCC1C2 (centres undefined)
    32, -1, -2, -3, -5, 3, 2, -4, -10, 8, 3
[37] C[N+](C)(CC#Cc1ccccc1)CC(=O)c1ccccc1
    -5, 10, 6, 6, -9, -3, -3, -9, -4, -1, 21
[38] Cc1cccc(S(=O)(=O)C(C#N)c2nc3ccccc3nc2N2CCCC2)c1 (centres undefined)
    -33, -10, 21, 2, -8, 7, -11, -5, 9, -13, 3
[39] CC(C)NC(=O)CSc1nnc(CNC(=O)OC(C)(C)C)n1C
    4, 15, 0, -5, -7, 0, -2, 10, 12, 2, 2
[40] O=C(CN1CCN(c2ccccc2)CC1)N/N=C/c1cccc(F)c1
    -32, 19, 13, -11, -11, 10, 18, 1, 4, 7, 5

Values in list order from above:
Entries 27 to 34 in TWEAK-Fn14 inh: -4, -6, -15, 8, -6, 0, 75*, 100*
Entries 27 to 34 in TLR9-MyD88 block: 1, -3, 1, 3, 3, 3, -4, 5
Entries 27 to 34 in TROY NFkB inh: -5, 9, -4, 12, 14, 15, ., 80*

Later entries.
Order of results: SRC2 inh, SRC3 inh, TWEAK-Fn14 inh, TROY NFkB inh, EBV LMP1 NFkB, TLR9-MyD88 block, NCOA1 inh, NOD2-RIPK2 inh, NR5A2 inv ag, C8 TRAIL sens, COUP-TFII inh
[41] Cc1cccc(C)c1NC(=S)/N=C/N(C)C
    1, 12, 1, -1, 4, 3, -16, 7, 3, 13, 1
[42] O=C(NNC(=S)NCc1ccco1)c1ccc(Cl)s1
    0, -4, -25, ., 4, -8, 7, 0, 12, 8, 0
[43] CCN(CC)CCN1C(=O)C(=O)/C(=C(/O)c2cnn(-c3ccccc3)c2C)C1c1cccnc1 (centres undefined)
    8, 24, 4, 9, -9, -1, 6, -4, -9, 5, 16
[44] CC(Oc1ccccc1)C(=O)Nc1ccc(F)c(S(=O)(=O)N2CCOCC2)c1 (centres undefined)
    -3, -9, 6, -3, 16, -2, -11, 0, -16, -4, 4
[45] COCC(C)OC(=O)c1c(N)n(CC(C)C)c2nc3ccccc3nc12 (centres undefined)
    9, 4, 26, 58*, 9, 1, 8, -5, 31, 15, 22
[46] Cc1ccnc(NC(=O)CNC(=O)Cc2cccc3ccccc23)c1
    -35, -44, 14, 30, -14, 3, -59, 3, -46, -5, -27
[47] Cc1ccc(S(=O)(=O)NCCCN(C)C)cc1
    -11, 17, -1, -7, 0, -1, -4, -4, -6, -14, -3
[48] CC1(C)CC(=O)C=C(NNC(=O)C2CCCCC2)C1
    9, 20, 2, -1, 6, -8, -1, -2, -7, -13, -10
[49] CCC1CCCCN1CCCNC(=O)c1cn(C)c2ccc(S(=O)(=O)N3CCOCC3)cc2c1=O (centres undefined)
    -6, -1, -8, -5, 5, -3, 5, -1, -16, -9, -6
[50] COc1ccc(NCc2nnc(SCC(=O)N3CCCc4ccccc43)o2)cc1
    -10, 13, -19, -23, -5, 8, -2, 4, 3, -15, -3
[51] Cc1cccc(NC(=O)C2CCN(c3nccc(C)n3)CC2)c1
    0, 3, 8, -2, -8, -13, -8, -5, -19, 3, 21
[52] Nc1nc(-c2ccco2)nc(N2CCCCC2)n1
    10, 9, 14, 6, -10, 0, 8, -7, 30, 2, 9
[53] CCOC(=O)C1(C)/C(=N/Nc2cccc(Cl)c2)C(=O)C(=O)N1c1ccccc1 (centres undefined)
    1, 4, -10, 9, 9, -7, 11, -16, 5, 1, -5
[54] COc1ccc(C2=NO[C@@](CC(=O)O)(C(=O)Nc3ccc4c(c3)OCCO4)C2)cc1
    4, -15, 43, 55*, -3, -5, -3, -8, -8, 6, -20
[55] COc1cc(/C=C/C(=O)OCC(=O)NC(=O)NC(C)C)ccc1O
    -9, -9, 3, -4, -11, -2, 7, -4, 5, 5, 5

Compound activity: PubChem, several laboratories
